IL-2 act = IL-2 activation | activation, % (series mostly up to about 46 µM) | actives 0.065% (n = 360,000) | AID 652025 | IL-2 activation reporter assay, cell-based qHTS; stimulated with anti-CD3/CD4/CD28 beads; in transgenic mouse T cells; in the data active = activation above about 50%; inconclusive = mostly about 30% to 49%; note: 0% is about no effect
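Readout is EGFP and DsRed signal by fluorescent plate cytometry after 18 h at 37 degrees C. Transgenic mouse T cells (750/well) received compound for 60 min before bead stimulation (anti-CD3, anti-CD4, anti-CD28); memory T cells served as non-tolerant control.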
aSyn yeast inh = rescues yeast growth from alpha-synuclein toxicity; actives 0.14% (n = 370,000); Potency, µM (doses to about 46.1 µM), without a hit: at the top dose growth rescue (activation), usual class: activators; AID 652106; Yeast expressing alpha-synuclein, growth rescue, BacTiter-Glo, 24 h; note: potency is the fitted concentration of half-maximal effect; % of control where 0% means no effect; nearly all actives have a fitted effect of over 65% in size
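Galactose-induced alpha-syn yeast (OD600=0.02, raffinose-pregrown) + pinned cpd, 24 hr, 30 deg C; growth by BacTiter-Glo luminescence. Growth restoration scores as activation.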
EPAC1 antag = EPAC1 (human) antagonism; O95398; EPAC1 GEF assay, Rap1b-BODIPY-GDP exchange fluorescence; Potency, µM (titrated, usually from 115 µM), inactives show top-dose activity change, negative = inhibition, actives largely listed as inhibitors; actives 0.14% (n = 360,000);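 note: potency is the fitted concentration of half-maximal effect; plate controls were vehicle for no effect and positive control for full effect; nearly all actives have a fitted effect of over 50% in size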
Target sequence (O95398 whole entry, looked up): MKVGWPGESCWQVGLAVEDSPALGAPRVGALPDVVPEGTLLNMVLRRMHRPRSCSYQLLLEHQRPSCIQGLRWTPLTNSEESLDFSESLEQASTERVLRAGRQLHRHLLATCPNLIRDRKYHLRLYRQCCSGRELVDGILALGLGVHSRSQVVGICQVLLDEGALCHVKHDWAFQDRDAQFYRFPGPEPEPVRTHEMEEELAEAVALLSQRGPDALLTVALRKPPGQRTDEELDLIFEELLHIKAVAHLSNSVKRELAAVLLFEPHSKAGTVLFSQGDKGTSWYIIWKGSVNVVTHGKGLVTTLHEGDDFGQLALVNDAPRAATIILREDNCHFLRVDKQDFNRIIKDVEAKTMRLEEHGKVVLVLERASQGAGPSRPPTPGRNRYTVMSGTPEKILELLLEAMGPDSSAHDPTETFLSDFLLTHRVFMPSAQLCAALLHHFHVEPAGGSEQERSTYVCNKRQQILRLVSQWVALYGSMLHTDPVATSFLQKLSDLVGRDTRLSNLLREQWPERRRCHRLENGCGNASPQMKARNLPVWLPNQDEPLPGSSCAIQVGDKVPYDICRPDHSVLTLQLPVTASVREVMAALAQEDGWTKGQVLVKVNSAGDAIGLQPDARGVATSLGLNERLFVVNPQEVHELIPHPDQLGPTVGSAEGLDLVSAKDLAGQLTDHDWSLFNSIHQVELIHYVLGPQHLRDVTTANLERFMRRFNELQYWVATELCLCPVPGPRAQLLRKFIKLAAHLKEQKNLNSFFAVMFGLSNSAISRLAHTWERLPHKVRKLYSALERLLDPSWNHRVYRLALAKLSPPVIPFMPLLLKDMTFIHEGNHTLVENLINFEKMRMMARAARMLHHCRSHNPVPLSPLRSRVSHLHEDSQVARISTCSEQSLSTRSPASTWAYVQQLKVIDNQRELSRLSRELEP
EPAC1 ag = EPAC1 (human) agonism. O95398. EPAC1 agonist qHTS, biochemical assay; response scale: 100% = response to 6.5 mM cAMP. Potency, µM (doses to about 154 µM), for inactives: at the top dose activation, actives largely listed as activators. actives 0.073% (n = 360,000); note: potency is the fitted concentration of half-maximal effect; nearly all actives have a fitted effect of over 60% in size
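Multi-concentration qHTS readout: loss of Rap1B-bound BODIPY-GDP fluorescence driven by 100 nM EPAC1 with excess GDP (50 uM), monitored kinetically at room temperature; agonist response expressed relative to 6.5 mM cAMP.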
PLK1 PBD block = blocks phosphopeptide binding to human PLK1 polo-box domain. actives 2.8% (n = 360,000). Potency, µM, for inactives: max response, negative = inhibition, most hits filed as inhibitors. P53350. AID 720504. Plk1 PBD binding of FITC phosphopeptide, fluorescence polarization; note: potency is the fitted concentration of half-maximal effect; series mostly up to about 57 µM; % is set by controls: 0 for no effect and ±100 for the full control effect; nearly all actives have a fitted effect of over 65% in size
FUS yeast rescue = rescues growth of FUS-expressing yeast | S. cerevisiae FUS-expressing, growth rescue, OD600, 24 h | Potency, µM (highest dose often 76.6 µM), for the others: top-dose growth rescue (activation), hits mostly activators | actives 0.24% (n = 390,000);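 note: potency is the fitted concentration of half-maximal effect; plate controls were DMSO vehicle for no effect and reference control for full effect; nearly all actives have a fitted effect of over 55% in size; some results filed as inactive show a strong effect at the top dose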
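Absorbance at 600 nm, taken 24hr after compound addition, measured rescue of FUS-yeast growth at 30C. Induction used 2% galactose with seeding at OD 0.005. Controls: CP55940 from 92uM final, DMSO only.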
PI5P4K alpha inh = PI5P4K alpha (human) kinase inhibition | P48426 | PI5P4Kalpha enzyme, ADP-Glo luminescence, 60 min; hits give low values | max response, % | actives 1.2% (n = 330,000); active = max response of -50% or lower; inconclusive = between -30% and -50%; inactive = -30% or higher; note: value at the top dose of about 77 µM; % is set by controls: 0 for no effect and ±100 for the full control effect
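Controls without substrate or without enzyme flank wells where PI5P4Kalpha converts substrate using 5 microM ATP (final). Incubation lasts 60 minutes at room temperature; ADP formed is read by ADP-Glo luminescence.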
WRN helicase inh = inhibitors of human WRN helicase; Q14191; WRN helicase unwinding, fluorescent forked duplex, kinetic; Potency, µM (highest dose often 114 µM), for inactives: top-dose activity change, negative = inhibition, hits mostly inhibitors; actives 0.46% (n = 360,000); note: potency is the fitted concentration of half-maximal effect; % is set by controls: 0 for no effect and ±100 for the full control effect; nearly all actives have a fitted effect of over 55% in size
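WRN at 20 nM final was preincubated with compound for 15 min at room temperature; reaction started with 100 nM forked duplex oligonucleotide carrying fluorophore and quencher plus 2 mM ATP (final). Unwinding followed kinetically by red fluorescence (ex 525/em 598 nm).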
Abeta yeast res = restores growth of yeast expressing A-beta42 peptide; actives 0.063% (n = 410,000); yeast expressing A-beta42, growth rescue, OD600, 48 h; response scale: 0% DMSO, 100% iron-clioquinol control; AID 1347071; Potency, µM (series often up to 46.1 µM), for inactives: at the highest dose growth rescue, usual class: activators; note: potency is the fitted concentration of half-maximal effect; nearly all actives have a fitted effect of over 55% in size
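Yeast growth medium received pinned compounds, then yeast cells expressing toxic A-beta were added; plates incubated at 30 C for 48 hr. Growth read as absorbance at 600 nm, normalized to DMSO and equimolar FeCl3 plus clioquinol controls.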
An asterisk follows results filed as active; ? = inconclusive; / = no result given; [ ] = another dose, or the depositor's remark. Unless noted, calls come from the whole dose curve; as a rule, active = well fitted curve in the direction sought with a large enough effect; inconclusive = small, poorly fitted or top-dose-only effect, or another doubt; inactive = no such curve, though single readings can be large; an effect the other way counts as inactive or inconclusive. These rows are one share of the data; count on the stated rates, not on these rows.

compound	IL-2 act	WRN helicase inh	PLK1 PBD block	EPAC1 antag	PI5P4K alpha inh	Abeta yeast res	aSyn yeast inh	FUS yeast rescue	EPAC1 ag
COC(=O)C1=C(c2cccc(OCc3ccccc3)c2)C[C@@H]2CC[C@H]1N2C(=O)NCc1cccc(OC)c1	0.0	0%	1%	-24%	4	4%	-7%	41%	-5%
COC(=O)C1=CO[C@@H](O[C@@H]2O[C@H](CO)[C@@H](O)[C@H](O)[C@H]2O)C2C(CO)=CCC12 (some centres not stated)	-0.3	-1%	-5%	-10%	0	-13%	0%	-24%	-15%
COC(=O)[C@@H]1N=C(c2ccc(OC)cc2)O[C@]12C(=O)N(C)c1ccc(Cl)cc12	-0.4	5%	-11%	-15%	4	-18%	1%	13%	-6%
O=C(O)c1ccc(NC(=O)N2C[C@H]3C[C@@H](C2)c2cccc(=O)n2C3)cc1	-0.1	7%	6%	19%	2	-14%	0%	-24%	-12%
Cc1cc(O)cc2c1O[C@@](C)(CCC[C@@H](C)CCC[C@@H](C)CCCC(C)C)CC2	1.1	1%	-5%	-19%	44	-19%	1%	-22%	-38%[inhibitor]
CC(=O)c1ccc(OCC(=O)N2CCCC(N3CCN(c4ccccc4C)CC3)C2)cc1 (configuration not stated)	-6.5	-14%	-2%	2%	4	14%	1%	5%	5%
Fc1cccc(CCNCc2ccccn2)c1	1.5	-4%	-6%	9%	0	7%	3%	33%	3%
CCCCn1c(=O)c(C(=O)Nc2ccccc2C)c(O)c2ccccc21	1.5	-13%	-12%	-3%	11	0%	4%	-8%	-1%
O=C1C2CCCN2C(c2cccnc2)N1c1ccc(Cl)cc1 (configuration not stated)	0.2	5%	-6%	4%	-1	-6%	1%	21%	-4%
CC(C)=CCC12CN3CCN(CC(C3)C1=O)C2	-2.2	2%	-2%	7%	-5	-1%	-13%	-2%	-2%
C=C1N2CCC(CC2)C1(O)c1ccc(C)c(C)c1 (configuration not stated)	-1.5	-1%	-10%	2%	-4	1%	-1%	13%	4%
Cc1ccc(N2C(=O)NC(=O)/C(=C\c3ccoc3)C2=O)cc1	-0.3	?	?	-26%	?	5%	3%	19%	28%
C(=NN1CCCCCC1)c1c[nH]c2ccccc12	0.4	1%	-11%	-7%	-10	15%	-2%	?	-2%
N#CC12CC(=O)N1Cc1cnnn1-c1ccccc12 (configuration not stated)	-0.6	-2%	-10%	1%	0	-9%	1%	-2%	5%
CC(=O)Nc1ccc(CC(=O)N2CCN(Cc3ccccc3)CC2)cc1	1.8	-3%	-9%	10%	-5	-12%	2%	30%	1%
O=C(CCCC1=NS(=O)(=O)c2ccccc2N1)N1CCC2(CC1)OCCO2	-0.9	-2%	-5%	12%	2	-3%	0%	9%	-2%
COc1ccc(OC)c(CN2CCN(C(=O)COc3cccc(C)c3)CC2)c1	3.3	3%	-2%	9%	2	-19%	-4%	8%	0%
CN1CCCCC1Cc1ccccc1 (configuration not stated)	-0.6	-3%	-10%	-4%	-5	-6%	-1%	-20%	-2%
O=C1NC(=O)N(c2ccccc2)C(=O)/C1=C/c1coc2ccc(O)cc2c1=O	-0.8	?	12µM*	?	-66*	17%	2%	5%	-8%
COc1ccc(C=C2C(=O)NC(=S)NC2=O)cc1OC	0.9	45µM*	21µM*	-6%	-50*	1%	-11%	28%	-5%
COc1ccccc1N1CCN(Cc2ccc(Br)s2)CC1	2.9	6%	-6%	-27%	0	26%	-3%	?	0%
Cc1oc(-c2ccccc2)nc1CN1C(=O)CN=C(c2ccccc2)c2ccccc21	-2.7	3%	5%	4%	0	-23%	-7%	-19%	-15%
O=P(N1CCCCCC1)(N1CCCCCC1)N1CC1	-3.0	-30%	-7%	2%	13	6%	-3%	/	10%
CC(C)(C)n1nnnc1C(C1CC1)N1CCC2(CC1)C(=O)NCN2c1ccccc1 (configuration not stated)	0.3	-2%	-2%	2%	-2	-2%	-4%	-12%	-1%
COc1cccc(OC)c1C(=O)Nc1nc(N)n(-c2ccccc2)n1	-1.8	-2%	-2%	-2%	-10	0%	-10%	15%	1%
CN(C)CC1CCCCC1=O (configuration not stated)	-4.2	-3%	-4%	-13%	2	-14%	-2%	-20%	7%
COC(=O)C1=C(c2cccc(OC)c2OC)C[C@@H]2CC[C@H]1N2C(=O)N1CCC(C)CC1	-2.1	2%	-25%	5%	-1	9%	-2%	12%	7%
Cc1ccc2occ(CN3CC4CC(C3)c3cccc(=O)n3C4)c(=O)c2c1 (configuration not stated)	1.6	0%	0%	9%	/	1%	8%	-2%	-4%
COc1ccc(N=C(C)c2c(O)[nH]c(=O)[nH]c2=O)cc1	-0.2	2%	0%	-5%	1	6%	-4%	-24%	-6%
Cc1ccccc1-n1c(O)c(C=NCCN2CCOCC2)c(=O)[nH]c1=O	0.4	12%	-2%	-3%	1	0%	3%	11%	3%

Record cards, from the list above.
`O=C(O)c1ccc(NC(=O)N2C[C@H]3C[C@@H](C2)c2cccc(=O)n2C3)cc1` is listed with IL-2 act = -0.1; WRN helicase inh = 7%; PLK1 PBD block = 6%; EPAC1 antag = 19%; PI5P4K alpha inh = 2; Abeta yeast res = -14%; aSyn yeast inh = 0%; FUS yeast rescue = -24%; EPAC1 ag = -12%
`O=C1C2CCCN2C(c2cccnc2)N1c1ccc(Cl)cc1` (configuration not stated) is listed with IL-2 act = 0.2; WRN helicase inh = 5%; PLK1 PBD block = -6%; EPAC1 antag = 4%; PI5P4K alpha inh = -1; Abeta yeast res = -6%; aSyn yeast inh = 1%; FUS yeast rescue = 21%; EPAC1 ag = -4%

(next part)
compound	IL-2 act	WRN helicase inh	PLK1 PBD block	EPAC1 antag	PI5P4K alpha inh	Abeta yeast res	aSyn yeast inh	FUS yeast rescue	EPAC1 ag
COc1ccc(O)c(CN2CCCC(C(=O)c3ccccc3SC)C2)c1 (configuration not stated)	-3.5	3%	-8%	20%	-1	-4%	-2%	-2%	15%
Cc1nc2c(-c3ccccc3)c(C)nn2c(C)c1CCC(=O)N1CCC2(CC1)OCCO2	-2.2	-3%	1%	19%	/	28%	9%	35%	10%
Cc1ccc(OCC(=O)N2CCN(Cc3ccc([N+](=O)[O-])cc3)CC2)cc1	-3.4	10%	?	0%	-4	-6%	-5%	1%	4%
CCCCOC(=O)C1=C(N)OC2=C(C(=O)CC(C)(C)C2)[C@]12C(=O)N(C)c1ccccc12	-2.1	4%	-1%	-1%	-8	-3%	-14%	-2%	-8%
O=c1c2ccccc2nc(/C=C/c2ccccn2)n1-c1ccccc1	0.0	5%	-1%	-1%	0	-1%	0%	-12%	18%
CCn1c(C)cc(/C=C2\C(=O)NC(=O)N(c3ccccc3C)C2=O)c1C	0.2	-5%	-10%	7%	-1	-18%	-14%	7%	9%
CN1C(=O)C(Cc2ccsc2)C(=O)N(C)C1=O	1.0	-13%	?	-3%	8	13%	0%	7%	-1%
CCOc1ccc(N2C(=O)/C(=C/c3ccco3)C(=O)NC2=S)cc1	1.0	11µM*	1.3µM*	11µM*	-82*	-13%	-15%	?	/
CN1CCN(C(=O)COc2ccc3ccccc3c2Br)CC1	-0.8	3%	-3%	1%	/	-9%	2%	11%	-4%
CN(Cc1ccccc1)C1CCCN(C(=O)COc2ccccc2Cl)C1 (configuration not stated)	-5.1	-26%	-6%	3%	9	5%	-2%	7%	-11%
CC1(C)C2SCC(=O)N2CCN1CC(=O)NN (configuration not stated)	-0.8	9%	-8%	2%	3	4%	-1%	-10%	-9%
CN=C1CN(O)C(c2ccccc2)=c2cc(Cl)ccc2=N1	1.0	3%	7%	4%	-20	-13%	0%	-35%	-25%
C[C@]12CCC(=O)C[C@@H]1CC[C@@H]1[C@@H]2CC[C@]2(C)[C@@H](O)CC[C@@H]12	1.0	2%	-1%	8%	2	-38%	8%	5%	-6%
Cc1ccc2c(c1)CC1(CN2C)C(=O)NC(=O)N(C(C)C)C1=O (configuration not stated)	1.7	-12%	?	4%	6	5%	-1%	31%	-7%

Some of the entries so far, as labelled records.
> C[C@]12CCC(=O)C[C@@H]1CC[C@@H]1[C@@H]2CC[C@]2(C)[C@@H](O)CC[C@@H]12
  IL-2 act: 1.0
  WRN helicase inh: 2%
  PLK1 PBD block: -1%
  EPAC1 antag: 8%
  PI5P4K alpha inh: 2
  Abeta yeast res: -38%
  aSyn yeast inh: 8%
  FUS yeast rescue: 5%
  EPAC1 ag: -6%
> CCCCOC(=O)C1=C(N)OC2=C(C(=O)CC(C)(C)C2)[C@]12C(=O)N(C)c1ccccc12
  IL-2 act: -2.1
  WRN helicase inh: 4%
  PLK1 PBD block: -1%
  EPAC1 antag: -1%
  PI5P4K alpha inh: -8
  Abeta yeast res: -3%
  aSyn yeast inh: -14%
  FUS yeast rescue: -2%
  EPAC1 ag: -8%
> Cc1ccc(OCC(=O)N2CCN(Cc3ccc([N+](=O)[O-])cc3)CC2)cc1
  IL-2 act: -3.4
  WRN helicase inh: 10%
  PLK1 PBD block: ?
  EPAC1 antag: 0%
  PI5P4K alpha inh: -4
  Abeta yeast res: -6%
  aSyn yeast inh: -5%
  FUS yeast rescue: 1%
  EPAC1 ag: 4%
> O=C1NC(=O)N(c2ccccc2)C(=O)/C1=C/c1coc2ccc(O)cc2c1=O
  IL-2 act: -0.8
  WRN helicase inh: ?
  PLK1 PBD block: 12µM*
  EPAC1 antag: ?
  PI5P4K alpha inh: -66*
  Abeta yeast res: 17%
  aSyn yeast inh: 2%
  FUS yeast rescue: 5%
  EPAC1 ag: -8%

Screening data deposited in PubChem by National Center for Advancing Translational Sciences (NCATS).
